High-throughput results: PubChem BioAssay, NCI
NCI-60 one-dose screen, 48 h, at 10 µM unless noted. Numbers give growth in % (100 = growth as untreated, 0 = no growth, -100 = all killed).
RXF 393 – RXF 393 renal cancer cells; 6.9% of 77,000 active; AID 1794773
UO-31 – UO-31 renal cancer. 5.2% of 81,000 active
IGROV1 – IGROV1 ovarian cancer; 4.7% of 79,000 active; AID 1794786
ACHN – ACHN renal cancer; AID 1794771; 4.9% of 81,000 active
TK-10 – TK-10 renal cancer cells. 3.9% of 81,000 active
SN12C – SN12C renal cancer cells. 3.8% of 81,000 active. AID 1794767
786-0 – 786-0 renal cancer cells; 5.1% of 81,000 active; AID 1794775
SK-OV-3 – SK-OV-3 ovarian cancer cells; 3.2% of 80,000 active
* hit, by the source's call; x = no result given; & = joins results of further samples. Rule for the calls: active = growth percent below 10; inactive = the rest.

SMILES	RXF 393	UO-31	IGROV1	ACHN	TK-10	SN12C	786-0	SK-OV-3
CC(=O)Nc1ncc2c(n1)-c1ccc(C(=O)OC(C)C)n1CCC2	113	91	111	93	95	104	102	98
CN(C)CCOc1ccc(-c2nc3ccc(-c4nc5ccc(N6CCN(C)CC6)cc5[nH]4)cc3[nH]2)cc1	48	103	90	111	91	63	86	69
Cc1ccc(-c2nn3c(-c4ccccc4)nnc3o2)cc1	120	107	112	113	97	104	115	114
Cc1cc(NS(=O)(=O)c2ccc(N=Nc3cc(N=Nc4ccc(S(=O)(=O)Nc5cc(C)nc(C)n5)cc4)c4c(NC(=O)C(Cl)Cl)cccc4c3OC(=O)C(Cl)Cl)cc2)nc(C)n1 (tested in a mixture with another compound)	93&110	72&69	104&104	94&89	150&148	101&100	115&111	105&103
COc1cc(-c2nn(C(C)(C)C)cc2-c2ccnc(NCCCNS(=O)(=O)c3ccc(F)cc3)n2)ccc1F	86	66	90	94	116	102	95	99
COc1cccc(-c2nnc(-c3nc4ccccc4nc3Cl)o2)c1	102	86	96	103	127	100	104	94
CCOC(=O)C(=Cc1cccc(Cl)c1)C(=O)OCC	-28*	-56*	9.1*	-73*	3.6*	33	7.8*	100
CC1=C(C)C(=O)C(Nc2cccc(C(=O)OC(C)(C)C)c2)=C(Cl)C1=O	103	86	12	80	116	84	96	103
CC(C)(C)CC(C)(C)c1ccc(OCCOCC[N+](C)(C)Cc2ccccc2)cc1	0.1*	86	-46*	73	-0.3*	-29*	x	x
N#Cc1c(N2CCCC2)nc2sc3cc(Cl)ccc3n2c1=N	121	74	68	96	88	91	123	88
CCCCc1cc2ccccc2c(OCCN(C)C)n1	110	79	93	112	94	100	100	103
COc1cccc(-c2nn(-c3ccccc3)cc2-c2ccnc(NCCCNS(=O)(=O)c3ccc(F)cc3)c2)c1	60	34	46	67	68	60	64	78
Cc1cn(C2CCCO2)c(=O)nc1N (centres undefined)	108	99	137	104	120	97	105	121
Cc1ccc(-c2nn(-c3ccccc3)cc2/C=C/C(=O)n2cnc3ccccc32)cc1	105	78	100	107	107	102	103	80
O=C(COc1ccc(Cl)cc1)N1N=C(c2ccccc2)CC1(O)c1cc(F)c(Cl)cc1Cl (centres undefined)	118	82	91	100	117	92	104	109
COc1cc(-c2nc3sc(-c4ccccc4)cn3n2)cc(OC)c1OC	82	54	100	84	94	80	85	111
Cc1ccccc1C(=O)NN	118	71	86	106	105	108	112	99
COc1cc(-c2nc(-c3ccccc3)[nH]c2-c2ccnc(NCCCNS(=O)(=O)c3ccc(C(F)(F)F)cc3)n2)ccc1F	82	76	96	79	110	84	77	117
COc1cc(NS(=O)(=O)C(C)C)cc(-c2cc(-c3ccc(N4CCNCC4)cc3)cnc2N)c1	41	70	37	93	115	65	45	97
COc1ccc(C2=Nc3nc(-c4ccccc4)cc(=O)n3NC3=C2C(=O)CC(C)(C)C3)cc1	91	81	88	109	109	100	93	105
CN(C)Cc1cc(C(C)(C)C)cc(Cl)c1O	x	99	107	117	101	108	95	103
CCc1cccc(CC)c1N1C(=O)COCC1=O	98	90	101	102	93	106	110	99
COc1ccc(-c2nnc(COc3ccc(NC(=O)Nc4cc(C(F)(F)F)cc(C(F)(F)F)c4)cc3F)o2)cc1	16	-4.7*	44	11	15	5.2*	16	18
O=C(/C=C/c1ccc(F)cc1)Nc1ncc(Cc2ccc(F)cc2)s1	32	39	47	32	47	51	47	41
COc1cccc(-c2nn(-c3ccccc3)cc2-c2ccnc(N3CCN(C(=O)Nc4ccc(Cl)c(C(F)(F)F)c4)CC3)c2)c1	55	42	87	63	91	70	82	98
CC(=O)Nc1nc(-c2n[nH]c(=S)n2-c2ccc(Cl)cc2)cs1	104	72	105	103	102	101	96	93
CNS(=O)(=O)c1c(N)ncn1C	104	89	99	107	100	100	105	111
O=C(NCCc1ccccn1)OCc1nc2nc(Cl)nc(N3CCOCC3)c2[nH]1	x	32	24	-95*	-29*	29	14	30
O=C(NCCC1CNC2CCCCC12)C1CCN(C(=O)C2CCC(F)CC2)CC1 (centres undefined)	104	64	96	98	115	100	101	100
Cc1cccc(Cc2c(C)cc(C)c(N(CC(=O)O)S(=O)(=O)c3ccccc3)c2C)c1	121	85	111	91	108	97	106	97
CCN(CC)CC(C)(O)CNc1cc(OC)cc2cccnc12 (centres undefined)	x	81	108	85	102	98	107	86
CCOC(=O)c1c(Cl)nc2ccccc2c1Cl	118	122	128	113	133	96	105	128
COc1ccc(-c2cc(-c3cc(OC)ccc3OC)nc(N)c2C#N)cc1	70	69	59	66	103	59	66	63
CC1=C2[C@@H](CC1)[C@]1(C)O[C@@](C3CCNCC3)(C[C@H]1OC(=O)CO)[C@H]2OC(=O)/C=C/c1ccccc1	65	60	80	47	97	53	86	106
O=C(O)c1cccc2c(=O)c3ccccc3oc12	120	90	109	108	105	97	106	102
Cc1ccc(-c2csc(=N)n2CC(=O)N2CCN(c3ccccc3)CC2)cc1	102	88	106	100	121	101	99	113
COc1ccc(-c2cc(-c3ccc(Cl)cc3)nc(SCCCCCCC(=O)O)n2)cc1OC	106	76	96	98	117	101	100	108
COC(=O)C1C(C)=Nc2c(N)ncnc2NC1c1ccccc1 (centres undefined)	125	89	125	106	129	97	99	92
O=C1CC2OCCC3=CN4CCC56c7ccccc7N1C5C2C3CC46 (centres undefined)	98	95	117	105	109	99	104	106
O=C(c1ccc(Cl)cc1)C1Sc2nnc(o2)-c2c1c1ccccc1oc2=O (centres undefined)	110	84	84	102	124	97	100	94
FC(F)(F)c1ccc2c(c1)N(CCCN1CCN(C3CC3)CC1)c1ccccc1S2	81	18	50	78	80	48	64	84
CNCc1ccccc1CN(CC(=O)Nc1ccc2c(c1)CC1(C2)C(=O)Nc2ncccc21)C(=O)C(C)(C)C (centres undefined)	126	88	92	107	103	103	107	108
CC1=CCC2C1CC=C(C)C(CC[C@H]1[C@@](C)(O)CCC3OC(C)(C)[C@H](OC(=O)c4ccccc4)CC[C@@]31C)C2(C)C (some centres undefined)	70	81	102	94	97	81	71	94
CC(C)NCCCCCCl	112	101	110	98	94	103	105	121
CCN(CC)Cc1ccc(Nc2ccnc3cc(Cl)ccc23)cc1O	37	59	89	94	98	72	90	90
C=Cc1cnc(Nc2ccc(OC)cc2)nc1NCCCNC(=O)C1CCC1	-1.3*	10	45	41	26	21	44	20
O=C(O)c1ccccc1C(=O)c1ccc2oc(=O)[nH]c2c1	114	77	116	100	108	98	111	99
O=C1/C(=C/c2ccccc2)CN(C(=O)CCN2CCC(=NO)CC2)C/C1=C\c1ccccc1	-71*	-84*	-5.6*	-11*	0.6*	-19*	-26*	78
C=C(C)[C@@H]1CC=C2c3sc(C4CCOCC4)nc3C[C@@H](C)[C@]2(C)C1	108	86	100	99	112	86	94	105
Cc1ccc(CSCCC(=O)Nc2cc(C(=O)Nc3cc(C(=O)NCCCN(C)C)n(C)c3)n(C)c2)cc1	105	88	114	105	106	104	98	95
O=C(NCCCl)Nc1ccc(Cl)cc1	113	82	102	92	106	97	97	114
CC1(C)CC(C)(C#N)CC2(C1)OCCO2 (centres undefined)	108	90	98	106	107	105	106	104
COc1ccc(/C=C/c2cc(/C=C/c3ccc(OC)c(OC)c3OC)n(-c3ccccc3)n2)c(OC)c1OC	101	58	90	92	95	96	78	114
O=C(CN1CCOCC1)N1CCOCC1	119&126	80&68	115&117	99&108	104&97	98&96	108&102	96&110
CCN(CC)S(=O)(=O)c1ccc(N)cc1	102	86	103	107	101	94	103	107
Oc1ccccc1\C=N/N=C/C=C/c1ccccc1	117	52	101	104	130	88	111	88
COc1ccc(-c2nc(-c3nc4ccc(OC)cc4[nH]3)cc3c2[nH]c2ccccc23)cc1	43	8.2*	21	32	x	21	37	99
C[C@@H]1NC(=O)[C@H](Cc2ccccc2)N(Cc2cccs2)C1=O	102	94	102	104	90	97	98	96
Cc1cccc(OCC(=O)O)c1	112	92	108	106	97	104	90	99
N/C(=N\c1nc(-c2cccc([N+](=O)[O-])c2)cs1)NC(=O)Nc1ccc(Br)cc1	97	51	56	64	109	76	95	75
Next compounds follow.
SMILES	RXF 393	UO-31	IGROV1	ACHN	TK-10	SN12C	786-0	SK-OV-3
CCOC(=O)/C(C#N)=N\Nc1ccccc1	109	104	118	108	95	100	83	94
COc1cccc(/C=N/Nc2nc(-c3ccc(Br)cc3)cs2)c1O	87	90	108	100	112	90	103	96
CCCCN(CCO)Cc1cc(Nc2c3ccccc3nc3ccccc23)ccc1O	70	55	82	98	75	70	81	101
COc1cc(C)ccc1Oc1nc(Nc2ccc(N3CCOCC3)cc2)ncc1N=Cc1cc(C(F)(F)F)cc(C(F)(F)F)c1	38	48	33	56	82	80	77	43
COc1cc(C(=O)NNC(=O)c2cc(OC)c(OC)c(OC)c2)ccc1O	89	76	80	x	91	94	102	74
CNc1ncc2cc(-c3cc(NC(=O)NCCC(C)(C)C)c(F)cc3C)c(C)nc2n1	-23*	3.9*	-10*	5.2*	-5.0*	19	30	-26*
CC1=C2CCCCC2COC1=O (centres undefined)	110	97	104	103	113	102	101	104
CC(=O)Nc1ccc(-c2cc3c(NCc4ccc(C)cc4)ncnc3s2)cc1	x	74	81	83	97	80	90	93
CCCCCCCCCCCCCCCCCCOC(=O)C(N)Cc1ccc(O)cc1 (centres undefined)	94	78	95	101	113	94	98	104
CCn1c(O)c(/C=N/NC(=O)C(C)c2ccc(CC(C)C)cc2)sc1=S (centres undefined)	9.9*	24	24	35	56	38	18	45
CCOc1ccc(S(=O)(=O)N2CCCCC2)cc1	111	92	121	99	107	106	102	102
Cn1c(N)c([C@H]2c3ccccc3Oc3c2c(=O)n(C)c(=O)n3C)c(=O)n(C)c1=O	113	88	104	105	94	x	99	94
Cc1nc(Cl)c(C)c(Cl)n1	126	82	100	x	78	104	85	100
CC1=C/C(=C(\c2ccc(N(C)C)cc2)c2ccc([N+](C)(C)C)cc2)C=CC1=[N+](C)C	77	96	94	78	90	51	95	94
CC(=C\c1ccccc1)/C=C1\C(=O)NC(=S)N1C=C1C(=O)NC(=O)NC1=O	97	98	111	107	91	105	98	109
O=C1N(Cc2cccc3ccccc23)c2ccccc2C12NN=C(c1ccccc1)S2 (centres undefined)	78	69	64	54	129	72	85	90
N#Cc1c(Cl)nc(SCC(=O)N2CCN(c3cc4c(cc3F)c(=O)c(C(=O)O)cn4C3CC3)CC2)nc1-c1ccc(Cl)cc1	96	86	99	101	126	95	99	108
CC(C)(C#N)N1CCN(c2ccccc2)CC1	105	86	103	111	109	111	94	97
CC1CN(Cc2ccccc2)C(=S)NC1=O (centres undefined)	120	104	128	107	x	101	114	106
C/C(=C\c1ccc(OCC(=O)O)c2ccccc12)[N+](=O)[O-]	134	95	143	107	113	109	118	97
COc1cccc(-c2ccc(S(=O)(=O)Nc3ccc4c(c3)N(C(=O)C3CC3)CCC4)cc2)c1	84	67	80	77	93	75	70	82
Cc1ccc(S(=O)(=O)N2CCCC2CO)cc1 (centres undefined)	103	94	91	89	101	101	100	102
CC12CCC(C(=O)C1)C1(C)CCCC(=O)C21 (centres undefined)	103	85	107	104	99	105	106	105
COc1ccc(NC(=O)Cn2c(/C=C/c3cccc(Br)c3)nc3ccccc3c2=O)cc1	-16*	-61*	50	-51*	-39*	5.8*	-44*	36
NNc1nc2c(cnn2-c2ccccc2)c2nc(=S)c(N)nn12	96	82	80	95	112	93	102	99
O=C1/C(=C/c2ccc(SC(F)(F)F)cc2)Cc2c(Br)cccc21	91	85	87	92	96	97	96	95
CCN(CC)CCC(CN=C(N)N)c1ccccc1 (centres undefined)	x	105	116	99	82	105	91	98
O=C(N/N=C/C[C@@H]1[C@@H](COC2CCCCO2)[C@H](OC2CCCCO2)C[C@@H]1O)c1ccncc1 (some centres undefined)	111	95	108	102	79	110	106	82
COc1cc(-c2nc(/C=C3/C(=O)Nc4ccccc43)c3ccccn23)cc(OC)c1OC	76	42	52	59	120	79	72	74
N=c1sccn1/N=C/c1cccnc1	122	74	88	97	99	92	91	104
O=C(CCl)c1ccc2c(c1)[nH]c1ccccc12	109	105	97	107	109	90	84	115

Quoted from the listing, 11 compounds:
SMILES	RXF 393	UO-31	IGROV1	ACHN	TK-10	SN12C	786-0	SK-OV-3
COc1cccc(-c2ccc(S(=O)(=O)Nc3ccc4c(c3)N(C(=O)C3CC3)CCC4)cc2)c1	84	67	80	77	93	75	70	82
Cc1ccc(S(=O)(=O)N2CCCC2CO)cc1 (centres undefined)	103	94	91	89	101	101	100	102
CC12CCC(C(=O)C1)C1(C)CCCC(=O)C21 (centres undefined)	103	85	107	104	99	105	106	105
COc1ccc(NC(=O)Cn2c(/C=C/c3cccc(Br)c3)nc3ccccc3c2=O)cc1	-16*	-61*	50	-51*	-39*	5.8*	-44*	36
NNc1nc2c(cnn2-c2ccccc2)c2nc(=S)c(N)nn12	96	82	80	95	112	93	102	99
O=C1/C(=C/c2ccc(SC(F)(F)F)cc2)Cc2c(Br)cccc21	91	85	87	92	96	97	96	95
CCN(CC)CCC(CN=C(N)N)c1ccccc1 (centres undefined)	x	105	116	99	82	105	91	98
O=C(N/N=C/C[C@@H]1[C@@H](COC2CCCCO2)[C@H](OC2CCCCO2)C[C@@H]1O)c1ccncc1 (some centres undefined)	111	95	108	102	79	110	106	82
COc1cc(-c2nc(/C=C3/C(=O)Nc4ccccc43)c3ccccn23)cc(OC)c1OC	76	42	52	59	120	79	72	74
N=c1sccn1/N=C/c1cccnc1	122	74	88	97	99	92	91	104
O=C(CCl)c1ccc2c(c1)[nH]c1ccccc12	109	105	97	107	109	90	84	115

Rows are unselected, and some 9.6% of all compounds hit somewhere here.
